TR-FRET SRC-2 ct: counter-screen for PPARgamma SRC-2 recruitment agonists: TR-FRET artefact; hits give high values; TR-FRET ratio at 8 µM; hit rate 0.4% among 200,000; AID 1049; in the data active means TR-FRET ratio above about 2000; further: inactives centre near 1500; reference of the scale not given here
ROMK primary: human ROMK K+ channel modulation, primary screen; P48048; Tet-inducible ROMK, thallium flux fluorescence; actives lie on both sides; B-score at 10 µM; hit rate 2% among 130,000;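 active means signal ratio slope over the read window, or its plate-corrected B-score, at least 3 SD from the plate mean, either direction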;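 further: B-score of the F/F0 ratio slope over 7 to 12 s after thallium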
Target sequence (P48048 whole entry, looked up): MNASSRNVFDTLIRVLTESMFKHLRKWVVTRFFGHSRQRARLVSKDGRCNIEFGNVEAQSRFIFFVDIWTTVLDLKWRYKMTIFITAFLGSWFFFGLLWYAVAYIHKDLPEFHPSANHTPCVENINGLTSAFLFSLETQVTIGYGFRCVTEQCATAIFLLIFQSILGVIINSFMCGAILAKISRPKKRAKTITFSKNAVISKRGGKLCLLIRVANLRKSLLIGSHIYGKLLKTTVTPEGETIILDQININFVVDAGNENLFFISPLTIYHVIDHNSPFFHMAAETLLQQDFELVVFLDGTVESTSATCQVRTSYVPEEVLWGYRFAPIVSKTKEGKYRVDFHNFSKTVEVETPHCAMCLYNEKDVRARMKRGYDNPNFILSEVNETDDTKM
PPARg SRC-2 ag: promotes SRC-2 coactivator recruitment by human PPARgamma | AID 1032 | hit rate 0.34% among 200,000 | P37231 | PPARgamma LBD-SRC-2 recruitment, biochemical | activation, % at 8 µM; in the data active means activation above about 22%;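 further: 0% = vehicle and 100% = reference agonist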
Target sequence (P37231 whole entry, looked up, the tested form may be a part): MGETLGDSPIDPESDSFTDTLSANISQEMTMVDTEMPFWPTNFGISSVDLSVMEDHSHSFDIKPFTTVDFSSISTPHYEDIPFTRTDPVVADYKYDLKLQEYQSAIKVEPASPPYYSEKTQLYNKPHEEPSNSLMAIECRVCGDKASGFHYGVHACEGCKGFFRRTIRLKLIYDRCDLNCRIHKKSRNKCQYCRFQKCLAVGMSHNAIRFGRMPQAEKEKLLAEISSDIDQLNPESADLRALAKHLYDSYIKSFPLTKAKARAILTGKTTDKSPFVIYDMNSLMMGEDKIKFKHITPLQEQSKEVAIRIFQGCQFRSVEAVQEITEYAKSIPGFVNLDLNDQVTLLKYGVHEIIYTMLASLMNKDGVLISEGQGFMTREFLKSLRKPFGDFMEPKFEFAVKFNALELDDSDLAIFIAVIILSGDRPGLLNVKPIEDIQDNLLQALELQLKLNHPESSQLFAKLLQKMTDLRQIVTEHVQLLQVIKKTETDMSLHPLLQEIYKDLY
PPARg SRC1 recr: agonists of human PPARgamma SRC-1 coactivator recruitment; activation, % at 8 µM; PPARgamma-SRC-1 coactivator recruitment biochemical assay; P37231; hit rate 0.41% among 200,000; in the data active means activation above about 19%;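 further: 0% = DMSO and 100% = reference agonist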
TLR4 MyD88 comp: inhibitors of human TLR4-MyD88 binding; O00206+Q99836; HeLa CL3-4 TLR4/MyD88 BLA complementation, FRET ratio; inhibition, % at 8.4 µM; hit rate 0.18% among 200,000; AID 861; in the data active means inhibition above about 25%;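 further: 0% = vehicle and 100% = reference inhibitor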
S1P3 antagonist: S1P3 (human) receptor antagonism; Q99500; CHO S1P3 NFAT-BLA reporter, FRET fluorescence, antagonist mode; inhibition, % at 4.98 µM; hit rate 0.27% among 170,000;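 active means inhibition above the plate cutoff, the mean inhibition of test wells on that plate plus 3 SD, cut at about 28% in these data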;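 further: cells challenged with S1P at its EC80 of 0.8 µM; blue over green emission ratio from cleaved BLA substrate after 4 h stimulation; 0% = S1P-stimulated wells and 100% = unstimulated DMSO-only wells; some compounds past the cut are filed as inactive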
PPARg SRC-3 ag: agonists of human PPARgamma SRC-3 coactivator recruitment; biochemical PPARgamma/SRC-3 coactivator recruitment assay; activation, % at 8 µM; AID 731; hit rate 0.26% among 200,000; in the data active means activation above about 23%;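 further: 0% = DMSO and 100% = reference agonist; some compounds past the cut are filed as inactive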
bIAP act: intestinal alkaline phosphatase (bovine) activation | purified bovine IAP, CDP-star luminescence, 30 min; hits give high values; fold of DMSO-control signal, blank-subtracted | AID 1016 | activation factor at 20 µM | hit rate 0.17% among 200,000;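 active means activation factor of 2 or more at 20 µM, a signal rise over negative controls twice the positive control's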
Redox H2O2 prof: compounds producing H2O2 with reducing agent – biochemical, NIH compound library profiling, artefact control for MLSCN library redox annotation, primary screen | AID 878 | DTT-dependent redox cycling H2O2, phenol red/HRP absorbance; 100% = 100 µM peroxide control, 0% = buffer | hit rate 0.03% among 200,000 | activation, % at 10 µM;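 active means activation of at least 50% relative to the plate's high and low controls in the primary single-dose screen; inactive means activation below 50%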;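 further: compound incubated with DTT at 0.8 mM final as the reducing agent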
Lmaj promast: Leishmania major promastigote growth inhibition; Leishmania major promastigotes, resazurin fluorescence viability; inhibition, % at 10 µM; hit rate 9% among 200,000; AID 1063; in the data active means inhibition above about 50%;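 further: promastigotes grown with compound for 44 hours at 28 °C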
bIAP inhibitor: intestinal alkaline phosphatase (bovine) inhibition. purified bovine IAP, CDP-star luminescence, 30 min. inhibition, % at 20 µM. 190,000 tested, under 10 active. AID 1019;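 active means over 50% inhibition of intestinal alkaline phosphatase at 20 µM in the single-dose screen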
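Assay system: bovine IAP enzyme; medium: DEA buffer 100 mM, pH 9.8, with MgCl2 1.0 mM, ZnCl2 0.02 mM; doses: 20 µM single dose; incubation: enzyme reaction for 30 min at room temperature; detection: CDP-star luminescence signal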
An asterisk follows results filed as active.

Results for N#CCCN1CCn2c1nc1ccccc12 ?
TR-FRET SRC-2 ct: 1554; ROMK primary: 1.4; PPARg SRC-2 ag: 3; PPARg SRC1 recr: 3; TLR4 MyD88 comp: -5; S1P3 antagonist: 14; PPARg SRC-3 ag: 3; bIAP act: 0.8; Redox H2O2 prof: 0.0; Lmaj promast: 3; bIAP inhibitor: 20

What do the screens show for `COc1cc(NS(=O)(=O)c2ccc(NC(C)=O)cc2)nc(OC)n1`?
TR-FRET SRC-2 ct: 1580; ROMK primary: 1.4; PPARg SRC-2 ag: 7; PPARg SRC1 recr: -2; TLR4 MyD88 comp: 1; PPARg SRC-3 ag: -8; bIAP act: 0.9; Redox H2O2 prof: 0.2; Lmaj promast: -2; bIAP inhibitor: 8

How did Cc1cccc(Nc2ccc(C(=O)N3CCOCC3)cn2)c1 do in these assays?
TR-FRET SRC-2 ct: 1985*; ROMK primary: 0.013; PPARg SRC-2 ag: 7; PPARg SRC1 recr: 9; TLR4 MyD88 comp: 0; S1P3 antagonist: -14; PPARg SRC-3 ag: 3; bIAP act: 1.1; Redox H2O2 prof: 0.7; Lmaj promast: -5; bIAP inhibitor: -6

Results for CS(=O)(=O)c1nc(-c2ccco2)cc(C(F)(F)F)n1 ?
TR-FRET SRC-2 ct: 1476; ROMK primary: -3.6*; PPARg SRC-2 ag: -2; PPARg SRC1 recr: 2; TLR4 MyD88 comp: 19; PPARg SRC-3 ag: 1; bIAP act: 1; Redox H2O2 prof: 0.4; Lmaj promast: 42; bIAP inhibitor: 2

What do the screens show for `O=C(CSc1ccc2nnc(-c3cccnc3)n2n1)NCc1ccc2c(c1)OCO2`?
TR-FRET SRC-2 ct: 1562; PPARg SRC-2 ag: 8; PPARg SRC1 recr: 5; TLR4 MyD88 comp: 7; S1P3 antagonist: -12; PPARg SRC-3 ag: 3; bIAP act: 0.9; Redox H2O2 prof: -0.4; Lmaj promast: -1; bIAP inhibitor: 7

Results for O=[N+]([O-])c1cc(S(=O)(=O)C(F)(F)F)ccc1Sc1nc2ccccc2s1 ?
TR-FRET SRC-2 ct: 1732; PPARg SRC-2 ag: 8; PPARg SRC1 recr: 6; TLR4 MyD88 comp: 8; PPARg SRC-3 ag: 7; bIAP act: 0.8; Redox H2O2 prof: 6.2; Lmaj promast: 101*; bIAP inhibitor: 22

Results for CC(C)OC(=O)c1cc2ccccc2[nH]1 ?
TR-FRET SRC-2 ct: 1504; ROMK primary: -2.1; PPARg SRC-2 ag: 11; PPARg SRC1 recr: -4; TLR4 MyD88 comp: 0; PPARg SRC-3 ag: 17; bIAP act: 1; Redox H2O2 prof: 1.9; Lmaj promast: -5; bIAP inhibitor: 3

Results for COc1ccc(Cl)cc1NC(=O)CNCC(c1ccccc1)N(C)C (stereo not drawn) ?
TR-FRET SRC-2 ct: 1583; ROMK primary: -1.7; PPARg SRC-2 ag: 5; PPARg SRC1 recr: 6; TLR4 MyD88 comp: -2; S1P3 antagonist: -3; PPARg SRC-3 ag: 5; bIAP act: 1.4; Redox H2O2 prof: -0.8; Lmaj promast: 7; bIAP inhibitor: -40

Results for N#CC1=C2SCN(c3ccccc3)CN2C(=O)CC1c1ccccc1Cl (stereo not drawn) ?
TR-FRET SRC-2 ct: 1681; PPARg SRC-2 ag: -4; PPARg SRC1 recr: 1; TLR4 MyD88 comp: -7; S1P3 antagonist: -32; PPARg SRC-3 ag: 9; bIAP act: 0.8; Redox H2O2 prof: -3.2; Lmaj promast: 2; bIAP inhibitor: 20

Results for Cc1cnn(CCC(=O)NNC(=S)Nc2cccc(Cl)c2)c1 ?
TR-FRET SRC-2 ct: 1392; ROMK primary: -1.5; PPARg SRC-2 ag: 7; PPARg SRC1 recr: -7; TLR4 MyD88 comp: 4; PPARg SRC-3 ag: -3; bIAP act: 1.3; Redox H2O2 prof: -8.3; Lmaj promast: -2; bIAP inhibitor: -34

How did COC(=O)c1ccc(NC(=O)CCc2c(C)nc3ncnn3c2C)cc1 do in these assays?
TR-FRET SRC-2 ct: 1475; ROMK primary: -0.59; PPARg SRC-2 ag: 1; PPARg SRC1 recr: 0; TLR4 MyD88 comp: 11; S1P3 antagonist: -7; PPARg SRC-3 ag: 9; bIAP act: 1; Redox H2O2 prof: -1.8; Lmaj promast: 2; bIAP inhibitor: 5

How did Cc1nnc(NC(=O)CSc2nnc(Cc3cccn3C)n2-c2cccc(C(F)(F)F)c2)s1 do in these assays?
TR-FRET SRC-2 ct: 1444; PPARg SRC-2 ag: 5; PPARg SRC1 recr: 8; TLR4 MyD88 comp: -12; S1P3 antagonist: 88*; PPARg SRC-3 ag: 2; bIAP act: 0.9; Redox H2O2 prof: -1.2; Lmaj promast: -6; bIAP inhibitor: 9

How did CCc1cc(C(c2cccc(OC)c2)N2CCOCC2)c(NC(=O)c2ccccc2)s1 (stereo not drawn) do in these assays?
TR-FRET SRC-2 ct: 1505; PPARg SRC-2 ag: -2; PPARg SRC1 recr: 3; TLR4 MyD88 comp: 4; PPARg SRC-3 ag: -1; bIAP act: 1.1; Redox H2O2 prof: -3.4; Lmaj promast: 29; bIAP inhibitor: -6

Results for CCCC1C(C(=O)OCC)=C(C)NC(C)=C1C(=O)OCC ?
TR-FRET SRC-2 ct: 1400; PPARg SRC-2 ag: 3; PPARg SRC1 recr: 1; TLR4 MyD88 comp: 0; S1P3 antagonist: -7; PPARg SRC-3 ag: 16; bIAP act: 1; Redox H2O2 prof: -1.2; Lmaj promast: 5; bIAP inhibitor: 1

What do the screens show for `CCC/C(O)=C1\C(=O)CCCC1=NCCCCCC(=O)O`?
TR-FRET SRC-2 ct: 1508; ROMK primary: 1.7; PPARg SRC-2 ag: 10; PPARg SRC1 recr: -1; TLR4 MyD88 comp: -1; PPARg SRC-3 ag: 0; bIAP act: 0.8; Redox H2O2 prof: 0.0; Lmaj promast: -4; bIAP inhibitor: 15

Results for O=C(NCC1CCCO1)C(=Cc1cccc([N+](=O)[O-])c1)C(=O)NCC1CCCO1 (stereo not drawn) ?
TR-FRET SRC-2 ct: 1704; ROMK primary: 0.051; PPARg SRC-2 ag: 15; PPARg SRC1 recr: 4; TLR4 MyD88 comp: 4; S1P3 antagonist: -6; PPARg SRC-3 ag: -4; bIAP act: 1; Redox H2O2 prof: -0.7; Lmaj promast: 45; bIAP inhibitor: 4

Results for CCOCCCNC(=O)C(c1ccc(Cl)cc1)N1CCC2(CC1)OCCO2 (stereo not drawn) ?
TR-FRET SRC-2 ct: 1576; ROMK primary: -0.48; PPARg SRC-2 ag: 4; PPARg SRC1 recr: 7; TLR4 MyD88 comp: -4; PPARg SRC-3 ag: 9; bIAP act: 1; Redox H2O2 prof: 0.3; Lmaj promast: 1; bIAP inhibitor: -3

Results for Cc1ccccc1NC(=O)CSc1nc(N)c2c3c(sc2n1)CSC(C)(C)C3 ?
TR-FRET SRC-2 ct: 1364; PPARg SRC-2 ag: -8; PPARg SRC1 recr: 2; TLR4 MyD88 comp: -11; S1P3 antagonist: -1; PPARg SRC-3 ag: -11; bIAP act: 1; Redox H2O2 prof: 0.8; Lmaj promast: 14; bIAP inhibitor: -4

How did COc1ccc(S(=O)(=O)N2CCCC2)cc1C(C)C do in these assays?
TR-FRET SRC-2 ct: 1452; ROMK primary: -0.032; PPARg SRC-2 ag: 8; PPARg SRC1 recr: 13; TLR4 MyD88 comp: 5; S1P3 antagonist: -12; PPARg SRC-3 ag: 5; bIAP act: 1; Redox H2O2 prof: 0.8; Lmaj promast: 9; bIAP inhibitor: -3

What do the screens show for `FC(F)Oc1ccc(NC(=S)NCc2ccccc2)cc1Cl`?
TR-FRET SRC-2 ct: 1594; ROMK primary: -1.1; PPARg SRC-2 ag: 7; PPARg SRC1 recr: 2; TLR4 MyD88 comp: 2; PPARg SRC-3 ag: -1; bIAP act: 0.8; Redox H2O2 prof: -0.7; Lmaj promast: -1; bIAP inhibitor: 19

What do the screens show for `O=C(Oc1ccc2c3c(c(=O)oc2c1)CCCC3)c1ccco1`?
TR-FRET SRC-2 ct: 1426; PPARg SRC-2 ag: 4; PPARg SRC1 recr: 1; TLR4 MyD88 comp: -3; S1P3 antagonist: -78; PPARg SRC-3 ag: 10; bIAP act: 0.9; Redox H2O2 prof: 2.2; Lmaj promast: -12; bIAP inhibitor: 12

How did O=C(CSc1cccc2cccnc12)OCC(=O)c1ccccc1 do in these assays?
TR-FRET SRC-2 ct: 1454; ROMK primary: -0.045; PPARg SRC-2 ag: 3; PPARg SRC1 recr: 4; TLR4 MyD88 comp: -13; PPARg SRC-3 ag: 14; bIAP act: 0.9; Redox H2O2 prof: 1.7; Lmaj promast: -7; bIAP inhibitor: 10

Results for CN(Cc1ccccc1)c1ccc([N+](=O)[O-])cc1C(=O)O ?
TR-FRET SRC-2 ct: 1589; ROMK primary: 1.7; PPARg SRC-2 ag: 5; PPARg SRC1 recr: 1; TLR4 MyD88 comp: -4; S1P3 antagonist: -7; PPARg SRC-3 ag: 5; bIAP act: 0.8; Redox H2O2 prof: -1.6; Lmaj promast: -2; bIAP inhibitor: 24

Results for Cc1cc(C)nc(N2CCCC(CCC(=O)NCc3ccc(F)c(F)c3)C2)n1 (stereo not drawn) ?
TR-FRET SRC-2 ct: 1601; ROMK primary: -0.064; PPARg SRC-2 ag: 9; PPARg SRC1 recr: -1; TLR4 MyD88 comp: 0; S1P3 antagonist: -17; PPARg SRC-3 ag: 1; bIAP act: 1.1; Redox H2O2 prof: -0.5; Lmaj promast: 0; bIAP inhibitor: -10

How did Cc1ccc(-n2c(C)nn(CC#N)c2=O)cc1 do in these assays?
TR-FRET SRC-2 ct: 1622; ROMK primary: -0.027; PPARg SRC-2 ag: 5; PPARg SRC1 recr: 3; TLR4 MyD88 comp: 11; S1P3 antagonist: -1; PPARg SRC-3 ag: 2; bIAP act: 1.1; Redox H2O2 prof: -1.6; Lmaj promast: -4; bIAP inhibitor: -11

Results for Cc1ccccc1Cc1c(C)nc2ncnn2c1C ?
TR-FRET SRC-2 ct: 1526; ROMK primary: 1.2; PPARg SRC-2 ag: 10; PPARg SRC1 recr: 7; TLR4 MyD88 comp: 3; PPARg SRC-3 ag: 5; bIAP act: 0.9; Redox H2O2 prof: 0.8; Lmaj promast: -2; bIAP inhibitor: 12

What do the screens show for `Cc1cc(NC(=O)CSc2nc3c(cc2C#N)CCCCC3)no1`?
TR-FRET SRC-2 ct: 1752; ROMK primary: -0.087; PPARg SRC-2 ag: 6; PPARg SRC1 recr: 4; TLR4 MyD88 comp: 4; S1P3 antagonist: 1; PPARg SRC-3 ag: 8; bIAP act: 0.9; Redox H2O2 prof: -0.9; Lmaj promast: 2; bIAP inhibitor: 10

What do the screens show for `CC1CCN(CC(O)COc2cccc(F)c2)CC1` (stereo not drawn)?
TR-FRET SRC-2 ct: 1573; PPARg SRC-2 ag: 5; PPARg SRC1 recr: 3; TLR4 MyD88 comp: -2; S1P3 antagonist: -16; PPARg SRC-3 ag: 5; bIAP act: 1; Redox H2O2 prof: -2.9; Lmaj promast: 66*; bIAP inhibitor: -2
